TcdB inh: blocks C. difficile toxin B glycohydrolase activity; P18177; TcdB glycohydrolase enzymatic assay, plate reader; inhibition, % at 9.99 µM; hit rate 0.24% among 350,000; AID 652162; in the data active = inhibition above about 10%
Target sequence (P18177 whole entry, looked up): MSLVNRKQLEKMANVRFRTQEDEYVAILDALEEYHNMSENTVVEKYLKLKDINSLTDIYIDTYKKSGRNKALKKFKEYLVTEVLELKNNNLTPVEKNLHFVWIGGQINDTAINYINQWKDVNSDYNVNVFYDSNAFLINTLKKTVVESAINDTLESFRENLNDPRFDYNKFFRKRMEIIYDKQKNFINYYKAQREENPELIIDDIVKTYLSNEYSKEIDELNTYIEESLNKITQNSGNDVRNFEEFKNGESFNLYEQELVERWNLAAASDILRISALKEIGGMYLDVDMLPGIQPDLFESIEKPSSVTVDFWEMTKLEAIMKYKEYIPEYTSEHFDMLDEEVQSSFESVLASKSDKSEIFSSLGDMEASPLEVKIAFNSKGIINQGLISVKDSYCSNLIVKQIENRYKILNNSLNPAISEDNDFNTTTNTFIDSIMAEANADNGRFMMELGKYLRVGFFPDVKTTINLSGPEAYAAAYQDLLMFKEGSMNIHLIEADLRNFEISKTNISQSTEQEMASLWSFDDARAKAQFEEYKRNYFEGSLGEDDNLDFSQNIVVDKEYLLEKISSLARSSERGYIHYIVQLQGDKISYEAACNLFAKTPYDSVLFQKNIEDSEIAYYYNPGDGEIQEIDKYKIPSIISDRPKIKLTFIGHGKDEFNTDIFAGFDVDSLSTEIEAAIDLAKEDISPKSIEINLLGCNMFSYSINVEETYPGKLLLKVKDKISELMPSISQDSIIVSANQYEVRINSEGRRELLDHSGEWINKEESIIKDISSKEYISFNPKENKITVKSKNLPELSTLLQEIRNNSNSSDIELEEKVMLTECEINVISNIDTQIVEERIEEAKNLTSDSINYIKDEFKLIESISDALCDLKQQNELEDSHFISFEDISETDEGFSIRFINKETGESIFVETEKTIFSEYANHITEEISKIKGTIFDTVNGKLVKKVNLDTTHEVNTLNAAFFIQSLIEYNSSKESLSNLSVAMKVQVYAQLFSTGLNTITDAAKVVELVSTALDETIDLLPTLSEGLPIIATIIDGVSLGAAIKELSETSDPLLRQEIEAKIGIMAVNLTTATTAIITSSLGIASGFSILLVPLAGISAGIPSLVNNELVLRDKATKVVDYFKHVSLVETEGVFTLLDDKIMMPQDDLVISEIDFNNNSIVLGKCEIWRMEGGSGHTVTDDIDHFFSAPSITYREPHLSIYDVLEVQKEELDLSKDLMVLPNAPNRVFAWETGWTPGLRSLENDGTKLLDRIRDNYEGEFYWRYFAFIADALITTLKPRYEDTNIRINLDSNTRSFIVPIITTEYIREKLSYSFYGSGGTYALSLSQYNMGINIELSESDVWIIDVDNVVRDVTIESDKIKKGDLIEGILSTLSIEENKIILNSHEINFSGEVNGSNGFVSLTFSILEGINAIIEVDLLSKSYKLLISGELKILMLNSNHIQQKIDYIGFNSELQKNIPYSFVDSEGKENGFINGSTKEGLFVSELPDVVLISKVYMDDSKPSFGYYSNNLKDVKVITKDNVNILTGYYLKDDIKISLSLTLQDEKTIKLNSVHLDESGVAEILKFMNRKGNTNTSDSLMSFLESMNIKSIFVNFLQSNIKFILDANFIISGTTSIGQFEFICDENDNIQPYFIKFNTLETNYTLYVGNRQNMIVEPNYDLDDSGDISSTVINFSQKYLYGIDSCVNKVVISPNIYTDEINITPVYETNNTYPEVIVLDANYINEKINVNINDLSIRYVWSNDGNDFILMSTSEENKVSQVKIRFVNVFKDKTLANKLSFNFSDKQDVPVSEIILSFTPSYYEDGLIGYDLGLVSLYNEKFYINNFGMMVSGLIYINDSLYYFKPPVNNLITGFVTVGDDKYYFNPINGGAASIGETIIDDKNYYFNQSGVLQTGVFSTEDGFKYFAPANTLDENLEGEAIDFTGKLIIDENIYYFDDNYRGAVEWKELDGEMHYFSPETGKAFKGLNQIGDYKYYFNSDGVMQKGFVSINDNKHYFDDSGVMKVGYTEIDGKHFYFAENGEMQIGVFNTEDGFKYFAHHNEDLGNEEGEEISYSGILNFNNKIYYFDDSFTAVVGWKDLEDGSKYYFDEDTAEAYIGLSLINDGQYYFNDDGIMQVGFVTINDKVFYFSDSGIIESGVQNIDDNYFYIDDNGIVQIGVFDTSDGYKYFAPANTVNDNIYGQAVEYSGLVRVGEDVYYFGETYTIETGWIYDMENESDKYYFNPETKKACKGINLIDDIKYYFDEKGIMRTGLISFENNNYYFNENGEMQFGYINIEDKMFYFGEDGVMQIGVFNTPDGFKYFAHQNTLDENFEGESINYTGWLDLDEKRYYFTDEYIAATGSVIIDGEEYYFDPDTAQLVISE
Active calls of the source: *; & = joins results of further samples. Some of the compounds tested; rates above refer to the full screens.

The opening nine entries, ahead of the listing:
Screening C[C@@H]1CCCCO[C@@H](CN(C)Cc2ccc(C(=O)O)cc2)[C@H](C)CN([C@@H](C)CO)C(=O)c2cc(NC(=O)c3ccccc3)ccc2O1 returned TcdB inh 0.9.
For CO[C@@H]1CN(C)C(=O)c2cc(NC(=O)c3ccc(Oc4ccccc4)cc3)ccc2OC[C@@H](C)N(C(C)=O)C[C@H]1C the results were TcdB inh -1.9.
Screening C[C@@H]1CN([C@@H](C)CO)C(=O)c2cccc(NC(=O)NC3CCCCC3)c2O[C@@H]1CN(C)C(=O)Nc1ccccc1 returned TcdB inh 1.2.
For C[C@@H]1CN([C@@H](C)CO)C(=O)c2cc(NS(=O)(=O)c3cccs3)ccc2O[C@H]1CN(C)Cc1ccccc1 the results were TcdB inh -0.3.
For C[C@@H]1CCCCO[C@@H](CN(C)S(C)(=O)=O)[C@@H](C)CN([C@@H](C)CO)C(=O)c2cc(NC(=O)CCCN(C)C)ccc2O1 the results were TcdB inh -0.6.
`O=C(NCC[C@@H]1CC[C@@H](NC(=O)C2CCCC2)[C@H](CO)O1)Nc1ccc(Cl)cc1` gave TcdB inh -0.4.
Screening C[C@@H]1CN([C@@H](C)CO)C(=O)c2cc(C3=CCCC3)cnc2O[C@@H]1CN(C)Cc1ccccc1F returned TcdB inh -1.3.
Screening C[C@H](CO)N1C[C@H](C)[C@H](CN(C)C(=O)C2CCCCC2)Oc2cc(C#CCN(C)C)ccc2S1(=O)=O returned TcdB inh -0.5.
For COc1ccc(NC(=O)Nc2ccc3c(c2)CC(=O)N([C@H](C)CO)C[C@H](C)[C@@H](CN(C)C)O3)cc1 the results were TcdB inh 0.1.

This part in full (from the top)
Screening C[C@@H]1CCCCO[C@@H](CN(C)Cc2ccc(C(=O)O)cc2)[C@H](C)CN([C@@H](C)CO)C(=O)c2cc(NC(=O)c3ccccc3)ccc2O1 returned TcdB inh 0.9.
For CO[C@@H]1CN(C)C(=O)c2cc(NC(=O)c3ccc(Oc4ccccc4)cc3)ccc2OC[C@@H](C)N(C(C)=O)C[C@H]1C the results were TcdB inh -1.9.
Screening C[C@@H]1CN([C@@H](C)CO)C(=O)c2cccc(NC(=O)NC3CCCCC3)c2O[C@@H]1CN(C)C(=O)Nc1ccccc1 returned TcdB inh 1.2.
For C[C@@H]1CN([C@@H](C)CO)C(=O)c2cc(NS(=O)(=O)c3cccs3)ccc2O[C@H]1CN(C)Cc1ccccc1 the results were TcdB inh -0.3.
For C[C@@H]1CCCCO[C@@H](CN(C)S(C)(=O)=O)[C@@H](C)CN([C@@H](C)CO)C(=O)c2cc(NC(=O)CCCN(C)C)ccc2O1 the results were TcdB inh -0.6.
`O=C(NCC[C@@H]1CC[C@@H](NC(=O)C2CCCC2)[C@H](CO)O1)Nc1ccc(Cl)cc1` gave TcdB inh -0.4.
Screening C[C@@H]1CN([C@@H](C)CO)C(=O)c2cc(C3=CCCC3)cnc2O[C@@H]1CN(C)Cc1ccccc1F returned TcdB inh -1.3.
Screening C[C@H](CO)N1C[C@H](C)[C@H](CN(C)C(=O)C2CCCCC2)Oc2cc(C#CCN(C)C)ccc2S1(=O)=O returned TcdB inh -0.5.
For COc1ccc(NC(=O)Nc2ccc3c(c2)CC(=O)N([C@H](C)CO)C[C@H](C)[C@@H](CN(C)C)O3)cc1 the results were TcdB inh 0.1.
For C[C@@H]1CN([C@@H](C)CO)C(=O)c2cc(NS(=O)(=O)c3ccccc3)ccc2O[C@@H](C)CCCCO[C@H]1CN(C)C(=O)C1CCCCC1 the results were TcdB inh 0.2.
O=C(NCC[C@H]1CC[C@@H](NC(=O)Nc2cc(F)ccc2F)[C@H](CO)O1)Nc1ccc(Cl)cc1 was read as TcdB inh -2.5.
`C[C@@H]1CN([C@@H](C)CO)C(=O)Cc2cc(NC(=O)Nc3ccc(C(F)(F)F)cc3)ccc2O[C@@H]1CN(C)Cc1ccc(C(F)(F)F)cc1` gave TcdB inh 0.2.
For CNC[C@@H]1Oc2ncc(-c3ccccc3F)cc2C(=O)N([C@H](C)CO)C[C@@H]1C the results were TcdB inh 1.0.
Screening COc1ccc2c3c([nH]c2c1)[C@@H](CO)N(C(=O)Nc1ccc(F)cc1)CC31CN(C(=O)Cc2ccncc2)C1 returned TcdB inh 0.4.
Screening COc1ccccc1C#Cc1ccc2c(c1)[C@H]1[C@H](CCN1C(=O)c1ccc(F)cc1)[C@@H](CO)N2 returned TcdB inh 0.6.
Screening O=C(C[C@@H]1CC[C@@H]2[C@H](COC[C@@H](O)CN2C(=O)c2ccncc2)O1)NCc1cccc(F)c1 returned TcdB inh -7.4.
`C[C@H]1CN([C@@H](C)CO)C(=O)c2cc(NS(=O)(=O)c3ccc(Cl)cc3)ccc2O[C@@H]1CN(C)S(=O)(=O)c1ccc(Cl)cc1` gave TcdB inh 0.4.
`CN(C)C(=O)c1ccc(-c2ccc([C@H]3[C@H](C#N)N(C(=O)Cc4ccccn4)[C@H]3CO)cc2)cc1` gave TcdB inh -0.1.
`C[C@@H]1CN([C@H](C)CO)C(=O)c2cccc(NC(=O)Nc3ccc(C(F)(F)F)cc3)c2O[C@@H]1CN(C)C(=O)Nc1ccccc1` gave TcdB inh -1.4.
Screening Cc1ccc(S(=O)(=O)N(C)C[C@@H]2OCCCC[C@@H](C)Oc3ccc(NC(=O)CCC(F)(F)F)cc3C(=O)N([C@@H](C)CO)C[C@@H]2C)cc1 returned TcdB inh 0.8.
C[C@H](CO)N1C[C@H](C)[C@H](CN(C)Cc2ccc(C(F)(F)F)cc2)Oc2ccc(NC(=O)C3CCCCC3)cc2CC1=O was read as TcdB inh 0.9.
OC[C@H]1[C@H](c2ccc(-c3ccc(F)cc3)cc2)[C@@H]2CN(CCC(F)(F)F)CCCCN12 was read as TcdB inh -4.4.
Screening Cc1nn(C)cc1NC(=O)C[C@@H]1CC[C@@H]2[C@@H](COc3ccc(NC(=O)Nc4cccc(Cl)c4)cc3C(=O)N2C)O1 returned TcdB inh -1.1.
For COCC(=O)Nc1ccc2c(c1)[C@H]1C[C@@H](CC(=O)NCCc3ccccc3)O[C@H](CO)[C@H]1O2 the results were TcdB inh 0.5.
COc1ccc(NC(=O)N(C)C[C@H]2Oc3ccc(NS(=O)(=O)c4ccccc4)cc3CC(=O)N([C@@H](C)CO)C[C@H]2C)cc1 was read as TcdB inh 0.6.
Screening CNC[C@@H]1OCCCC[C@H](C)Oc2ccc(NC(=O)NC(C)C)cc2C(=O)N([C@H](C)CO)C[C@@H]1C returned TcdB inh 0.3.
For CC(C)C#Cc1ccc2c(c1)O[C@@H](CN(C)Cc1cccnc1)[C@H](C)CN([C@@H](C)CO)S2(=O)=O the results were TcdB inh -1.5.
COc1ccc(-c2ccc([C@@H]3[C@H](C#N)N(C(=O)c4cccc(F)c4)[C@H]3CO)cc2)cc1 was read as TcdB inh 0.0.
`CNC[C@H]1OCCCC[C@@H](C)Oc2ccc(NS(=O)(=O)c3cccs3)cc2C(=O)N([C@H](C)CO)C[C@@H]1C` gave TcdB inh -0.4.
`O=C(NC1CCCCC1)N[C@H]1CC[C@@H](CC(=O)N2CCOCC2)O[C@H]1CO` gave TcdB inh -1.1.
Screening CC(C)NC(=O)Nc1ccc2c(c1)CC(=O)N([C@@H](C)CO)C[C@H](C)[C@H](CN(C)S(=O)(=O)c1ccc(Cl)cc1)O2 returned TcdB inh 0.9.
Screening C[C@H](CO)N1C[C@H](C)[C@@H](CN(C)C)OCCCC[C@H](C)Oc2ccc(NC(=O)c3ccncc3)cc2C1=O returned TcdB inh -0.2.
For COCC#Cc1ccc([C@@H]2[C@H]3CN(C(=O)C4CCC4)CC(=O)N3[C@H]2CO)cc1 the results were TcdB inh -0.1.
Screening C[C@@H]1CCCCO[C@H](CN(C)S(=O)(=O)c2cn(C)cn2)[C@H](C)CN([C@@H](C)CO)C(=O)c2cc(NC(=O)C3CCCCC3)ccc2O1 returned TcdB inh 0.7.
CCCNC(=O)N1[C@H](C#N)[C@H](c2ccc(C#Cc3ccc(F)cc3)cc2)[C@@H]1CO was read as TcdB inh -0.1.
Screening CC(C)c1cn([C@H]2C[C@@H]3O[C@H](CO)CC[C@@H]3O[C@@H]2CCc2ccc(C#CC3CCCCC3)cc2)nn1 returned TcdB inh 0.0.
For Cc1ccc(S(=O)(=O)N2C[C@@H](O)COC[C@@H]3O[C@@H](CC(=O)NCc4ccc5c(c4)OCO5)CC[C@H]32)cc1 the results were TcdB inh 0.1.
For C[C@@H]1CN([C@@H](C)CO)C(=O)c2cccc(NC(=O)Nc3ccccc3)c2O[C@@H]1CN(C)Cc1ccc(C(=O)Nc2ccccc2N)cc1 the results were TcdB inh -0.6.
Screening C[C@H]1CN([C@@H](C)CO)C(=O)Cc2cc(NC(=O)CCN3CCOCC3)ccc2O[C@@H]1CN(C)S(=O)(=O)c1ccc(F)cc1 returned TcdB inh 0.6.
`CN(C)CCCNC(=O)C[C@@H]1CC[C@@H]2[C@H](COC[C@H](O)CN2CC2CC2)O1` gave TcdB inh -0.8.
O=C(C[C@H]1CC[C@H]2[C@@H](COC[C@@H](O)CN2S(=O)(=O)c2ccccc2)O1)N[C@H]1CCN(Cc2ccccc2)C1 was read as TcdB inh 0.5.
`Cc1ccc(S(=O)(=O)N(C)C[C@H]2OCCCC[C@H](C)Oc3ccc(NS(=O)(=O)c4ccccc4)cc3C(=O)N([C@@H](C)CO)C[C@H]2C)cc1` gave TcdB inh -0.2.
Cc1ccccc1S(=O)(=O)N1CC(=O)N2[C@H](C1)[C@@H](c1ccc(C#CC3CC3)cc1)[C@@H]2CO was read as TcdB inh -0.1.
`COc1ccc(S(=O)(=O)Nc2ccc3c(c2)C(=O)N([C@@H](C)CO)C[C@H](C)[C@@H](CN(C)Cc2ccc4c(c2)OCO4)OCCCC[C@@H](C)O3)cc1` gave TcdB inh 0.7.
O=C(Nc1cccc(Cl)c1)N[C@@H]1CC[C@@H](CCNC(=O)C2CC2)O[C@H]1CO was read as TcdB inh 0.1.
Screening O=C(Cc1ccccn1)N1CCCCN2[C@@H](CO)[C@@H](c3ccc(-c4ccccc4)cc3)[C@@H]2C1 returned TcdB inh 0.7.
For CC(C)CC#Cc1ccc2c(c1)O[C@H](CN(C)C(=O)c1ccccc1F)[C@H](C)CN([C@@H](C)CO)S2(=O)=O the results were TcdB inh 1.0.
`C[C@@H]1CN([C@@H](C)CO)C(=O)c2cc(-c3ccccc3F)cnc2O[C@@H]1CN(C)C(=O)NC1CCCC1` gave TcdB inh 0.5.
`C[C@H](CO)N1C[C@H](C)[C@H](CN(C)Cc2ccc(-c3ccccc3)cc2)Oc2c(NS(=O)(=O)c3ccc(Cl)cc3)cccc2C1=O` gave TcdB inh 2.2.
For COc1cccc(-c2ccc(C3[C@H]4CNC[C@@H]3N4Cc3ccc4c(c3)OCO4)cc2)c1 (some centres undefined) the results were TcdB inh -0.2&-0.3.
COc1ccc(NC(=O)N(C)C[C@H]2Oc3ncc(C#CCC(C)C)cc3C(=O)N([C@H](C)CO)C[C@H]2C)cc1 was read as TcdB inh 1.1.
Screening O=C(Nc1ccc(F)cc1)N1CCCCN2[C@H](CO)[C@H](c3ccc(-c4cccc(F)c4)cc3)[C@H]2C1 returned TcdB inh 0.0.
CCC(=O)N(C)C[C@@H]1Oc2cc(-c3ccc(C)cc3)ccc2S(=O)(=O)N([C@H](C)CO)C[C@@H]1C was read as TcdB inh 1.7.
Screening C[C@@H](O)C#Cc1ccc([C@H]2[C@@H](CO)N3CCCCN(CC4CCOCC4)C[C@@H]23)cc1 returned TcdB inh -0.1.
For CO[C@@H]1CN(C)C(=O)c2cc(NC(=O)NC(C)C)ccc2OC[C@H](C)N(C(=O)CC2CC2)C[C@@H]1C the results were TcdB inh -0.2.
`C[C@@H]1CN([C@H](C)CO)C(=O)c2cccc(NC(=O)NC3CCCCC3)c2O[C@H]1CN(C)S(=O)(=O)c1cccs1` gave TcdB inh -0.8.
For C[C@H](CO)N1C[C@H](C)[C@@H](CN(C)C(=O)Nc2ccc3c(c2)OCO3)Oc2ccc(NC(=O)c3ccncc3)cc2CC1=O the results were TcdB inh -0.5.
`CC(C)NC(=O)N(C)C[C@H]1Oc2cc(C#CCN(C)C)ccc2S(=O)(=O)N([C@@H](C)CO)C[C@@H]1C` gave TcdB inh -1.7.
For C[C@@H]1CN([C@H](C)CO)C(=O)c2cc(NS(=O)(=O)c3ccc(F)cc3)ccc2O[C@H]1CN(C)S(=O)(=O)c1cccs1 the results were TcdB inh 0.4.
CCCNC(=O)N1CC2(C1)[C@@H](c1ccccc1)[C@H](CO)N2Cc1ccc(F)cc1 was read as TcdB inh 0.4.
Screening CO[C@@H]1CN(C)C(=O)c2cc(NS(C)(=O)=O)ccc2OC[C@H](C)N(Cc2nccs2)C[C@@H]1C returned TcdB inh 0.6.
C[C@H]1CCCCO[C@@H](CN(C)C(=O)Nc2ccc3c(c2)OCO3)[C@@H](C)CN([C@@H](C)CO)C(=O)c2cc(N(C)C)ccc2O1 was read as TcdB inh -40.
CO[C@H]1CC[C@@H]2CCOc3c(C#N)cccc3C(=O)N(C)C[C@@H](C)C(=O)N(C)C[C@H]1O2 was read as TcdB inh -1.0.
`O=C(N[C@H]1C=C[C@H](CC(=O)N2CCCCC2)O[C@H]1CO)c1ccccn1` gave TcdB inh 0.2.
O=C(NC1CCC1)[C@H]1[C@H](CO)[C@H]2Cn3c(ccc(C4=CCCC4)c3=O)[C@H]2N1C(=O)C1CCCC1 was read as TcdB inh 0.7.
For CCCNC(=O)[C@H]1[C@H](CO)[C@H]2Cn3c(ccc(-c4cccc(F)c4)c3=O)[C@H]2N1C(=O)CC the results were TcdB inh 0.3.
Screening CCC(=O)Nc1ccc2c(c1)OC[C@@H](C)N(C(C)=O)C[C@@H](C)[C@H](OC)CN(C)C2=O returned TcdB inh 0.4.
CCS(=O)(=O)N[C@H]1C=C[C@H](CC(=O)N2CCCCC2)O[C@H]1CO was read as TcdB inh -1.0.
CCNC(=O)C[C@@H]1CC[C@@H]2[C@@H](COc3ccc(NC(=O)Nc4ccccc4F)cc3C(=O)N2C)O1 was read as TcdB inh -0.4.
COc1ccc(NC(=O)N(C)C[C@H]2Oc3ccc(NS(=O)(=O)c4cn(C)cn4)cc3CC(=O)N([C@H](C)CO)C[C@H]2C)cc1 was read as TcdB inh -3.3.
`CN1C(=O)c2cc(NC(=O)c3cc(F)cc(F)c3)ccc2OC[C@@H]2O[C@H](CC(=O)O)CC[C@H]21` gave TcdB inh -0.5.
For CO[C@H](CN(C)C(=O)C1CCOCC1)[C@@H](C)CN([C@@H](C)CO)S(=O)(=O)c1ccccc1 the results were TcdB inh 0.2.

High-throughput results as filed in PubChem.
